# Screens from PubChem BioAssay.
# M1 PAM parental: nonselective calcium activators in parental CHO-K1 cells, primary screen, counter-screen for M1 PAM project, cell-based, Fluo-8 calcium fluorescence, full deck, 1536-well; 0.02% of 360,000 active; AID 602247, 2012; ATP EC20; 0% at ATP EC20, 100% at ATP max; activation, % at 3 µM;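 active = activation above the run cutoff, the mean activation of all test compounds plus 3 SD, cut at about 40% in these data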;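 also: peak over basal fluorescence ratio in a 140 s read after ATP addition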
# CHRM1 antagonist: human M1 muscarinic receptor antagonists, primary screen, CHO-K1 cells, Fluo-8 calcium fluorescence, 1536-well. AID 588852, 2011. CHO-K1 hM1, ACh EC80 antagonist. 1.3% of 360,000 active. inhibition, % at 3 µM. Muscarinic acetylcholine receptor M1 (Homo sapiens), P11229;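 active = percent inhibition above its own plate's cutoff, namely the mean of that plate's compound wells plus 3 SD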;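 also: peak over basal fluorescence ratio during 140 s after agonist addition; 0% = ACh EC80 plus DMSO and 100% = DMSO alone without agonist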
# Target sequence (P11229 whole entry, looked up): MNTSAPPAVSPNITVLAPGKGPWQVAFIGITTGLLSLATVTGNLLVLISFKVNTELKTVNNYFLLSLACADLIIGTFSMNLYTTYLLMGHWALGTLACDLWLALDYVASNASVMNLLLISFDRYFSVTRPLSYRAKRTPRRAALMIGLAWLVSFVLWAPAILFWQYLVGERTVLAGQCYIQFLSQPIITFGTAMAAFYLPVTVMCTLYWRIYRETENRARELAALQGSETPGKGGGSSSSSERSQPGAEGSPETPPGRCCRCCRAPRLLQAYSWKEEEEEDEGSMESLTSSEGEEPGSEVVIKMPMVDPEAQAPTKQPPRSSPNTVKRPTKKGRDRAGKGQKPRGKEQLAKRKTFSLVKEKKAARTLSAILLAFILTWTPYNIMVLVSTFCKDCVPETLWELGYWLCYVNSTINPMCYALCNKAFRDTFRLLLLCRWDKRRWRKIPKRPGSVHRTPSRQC
# TAAR1 agonist: human TAAR1 agonists, primary screen, Fluo-8 calcium fluorescence, CHO RD-HGA16 cells; Trace amine-associated receptor 1 (Homo sapiens), Q96RJ0; vehicle wells 0%, saturating PEA agonist 100%; activation, % at 3 µM; 0.99% of 360,000 active; AID 624467, 2012;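 active = activation above the mean activation of all test compounds in the run plus 3 SD, cut at about 38% in these data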
#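 Signal – calcium-sensitive Fluo-8 signal, excitation 470-495, emission 515-575 nm · System – RD-HGA16 (CHO) cells co-expressing Gα16 and hTAAR1 · Incubation – 17-24 h seeding, 75 min 37 °C dye, 30 min RT · Compound dosing – 3 µM single concentration · Repeats – no replicates (n 1)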
# CHO-K1 Ca antag: M1 antagonist counterscreen hit in parental CHO-K1 cells; ATP-induced calcium, Fluo-8 fluorescence; inhibition, % at 3 µM; 0.6% of 360,000 active; AID 602250;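 active = inhibition above a per-plate cutoff, the plate's mean sample inhibition plus 3 SD, cut at about 24% in these data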;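 also: 0% = DMSO plus EC80 ATP and 100% = DMSO alone without ATP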
# CHRM1 agonist: human M1 muscarinic receptor agonists, primary screen, Fluo-8 calcium fluorescence, CHO-K1 cells, HTS; Muscarinic acetylcholine receptor M1 (Homo sapiens), P11229; CHO-K1 hM1, agonist mode; 0% DMSO, 100% acetylcholine EC100; activation, % at 3 µM; 0.33% of 360,000 active; AID 588814, 2011;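 active = activation above the run's mean compound activation plus 3 SD, cut at about 16% in these data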;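 also: peak over basal fluorescence ratio within a 140 s kinetic read after compound addition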
# CHO-K1 Ca ag: counter-screen for M1 agonists: effect in parental CHO-K1 cells; Fluo-8 calcium fluorescence; scaled to maximal ATP response, vehicle zero; activation, % at 3 µM; 0.48% of 360,000 active; AID 602248, 2012; in the data active = activation above about 15%;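 also: untransfected CHO-K1 host cells lacking M1 receptor as counterscreen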
# OXTR potentiate: human OXTR potentiators, primary screen, fluorescence, CHO-OTR cells, Fluo-8 calcium; Oxytocin receptor (Homo sapiens), P30559; Fluo-8 calcium fluorescence, potentiator mode; 0% = oxytocin EC15, 100% = EC100; activation, % at 3 µM; 0.061% of 320,000 active;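 active = activation above that plate's cutoff, the mean activation of tested compounds plus 3 SD, cut at about 6.6% in these data, passing the limit was not always enough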;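 also: 100% uses oxytocin at 75 nM as the full agonist control; some results filed as inactive read as strong as hits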
# Target sequence (P30559 whole entry, looked up): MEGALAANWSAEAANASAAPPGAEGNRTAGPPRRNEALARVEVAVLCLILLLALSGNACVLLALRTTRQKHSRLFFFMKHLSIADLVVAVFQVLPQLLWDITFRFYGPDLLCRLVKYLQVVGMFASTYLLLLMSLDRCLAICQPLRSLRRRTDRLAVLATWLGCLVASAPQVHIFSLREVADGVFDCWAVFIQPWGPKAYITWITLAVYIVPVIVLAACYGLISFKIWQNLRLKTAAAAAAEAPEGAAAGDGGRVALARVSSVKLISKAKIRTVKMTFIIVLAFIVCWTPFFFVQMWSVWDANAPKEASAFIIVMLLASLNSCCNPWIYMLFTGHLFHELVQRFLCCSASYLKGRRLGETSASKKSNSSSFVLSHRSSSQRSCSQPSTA
#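 Material: CHO-OTR cells, human receptor; compound dosing: single dose, 3.0 µM nominal final compound concentration; schedule: 6 min compound pre-incubation at room temperature, 100 s kinetic read; measured by: kinetic Fluo-8 calcium fluorescence; read-out basis: % activation vs EC15 and EC100 oxytocin; controls: EC15 oxytocin alone as 0%, 75 nM oxytocin as 100%; replicates: singlicate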
# CHO parental Ca: ATP-evoked calcium signal inhibitors, parental CHO, primary screen, counter-screen for OX1R antagonist project, cell-based, fluorescence, Fluo-8 calcium dye | parental CHO-K1, ATP-induced calcium, Fluo-8 fluorescence | inhibition, % at 5.6 µM | 0.63% of 330,000 active;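 active = inhibition above that plate's mean sample inhibition plus 3 SD, cut at about 26% in these data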;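 also: 0% = ATP-challenged DMSO wells and 100% = DMSO wells without ATP; some compounds past the cut are filed as inactive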
#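 Material: Parental CHO cells | Reagent: ATP | Compound dosing: Single nominal dose of 5.6 µM per compound | Detection: Intracellular calcium via Fluo-8 no-wash fluorescent dye | Read-out: % inhibition of ATP-induced calcium mobilization | Benchmarks: Low control ATP plus DMSO, high control DMSO only | Replicates: Singlicate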
# TAAR1 antagonist: human TAAR1 antagonists, primary screen, Fluo-8 calcium fluorescence, CHO RD-HGA16 cells | antagonist | inhibition, % at 3 µM | 1.5% of 360,000 active;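 active = inhibition above a per-plate cutoff, the mean inhibition of test compounds on that plate plus 3 SD, cut at about 49% in these data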;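 also: 0% = DMSO plus EC80 beta-PEA response and 100% = DMSO alone without agonist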
#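 Material: RD-HGA16 CHO cells with stable hTAAR1 and Gα16; Dosing: single nominal final test compound concentration of 3 µM; Schedule: seeding 17-24 h prior, 75-min 37 °C, 30-min RT dye loading; Detection: kinetic Fluo-8 calcium fluorescence measurement; Measure: % inhibition from peak post-agonist over basal fluorescence ratio; Benchmarks: vehicle and agonist controls.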
# Active calls of the source: *; / = not tested or not shown.
SMILES,M1 PAM parental,CHRM1 antagonist,TAAR1 agonist,CHO-K1 Ca antag,CHRM1 agonist,CHO-K1 Ca ag,OXTR potentiate,CHO parental Ca,TAAR1 antagonist
CCOC(=O)[C@H]1[C@H]2COc3ccccc3[C@@H]2N2C(=O)c3c(C)cc(C)cc3NC(=O)[C@@]12C,-12,-5,12,-12,-6,-0.9,-8,-24,-16
CC1(c2nnnn2Cc2ccccc2)CCC(=O)N1Cc1ccc(F)cc1 (stereo not given),-2,/,-1,-2,/,0.5,/,/,10
O=[N+]([O-])c1cc(C(F)(F)F)cc([N+](=O)[O-])c1N1CCCNCC1,1,0,9,-16,-7,0.5,-2,-9,-30
O=S(=O)(Nc1cccnc1)c1ccccc1,8,-12,13,-6,-6,-0.1,-4,-6,-15
COc1ccc(-c2csc(Nc3cccnc3)n2)cc1,14,-7,-2,8,-6,0.5,-10,-30,-7
CCOC(=O)c1c(N)sc(C(O)(C(F)(F)F)C(F)(F)F)c1-c1ccc(Cl)cc1,6,3,16,7,-4,0.5,1,12,46
CCOc1ccc(NC(=O)Nc2nc(SCC)ns2)cc1,-5,22,6,15,7,11,-19,37*,18
c1ccc(COc2cncc(-c3cccnc3)c2)cc1,22,0,7,-13,-8,1.6,-6,-20,3
CCOCCCNC(=O)C(C)NS(=O)(=O)c1ccc(C)cc1 (stereo not given),11,-7,3,-5,-2,0.5,-7,-3,-9
CCNc1nc(NCC)n2c(SCC(=O)Nc3ccc(C)cc3Br)nnc2n1,13,-15,2,-21,-3,1.0,6,-16,-21
COc1ccc(OC)c(-c2csc(NC(=O)CSc3ccc(Br)cc3)n2)c1,16,1,2,-3,-5,0.5,-8,-22,-12
CCN(CC)CCCN=Cc1c(O)n(Cc2ccccc2)c(=O)c2ccccc12,-3,-1,1,5,-6,0.4,0,-27,1
Cc1c(C(=O)OCC(=O)Nc2c(C)n(C)n(-c3ccccc3)c2=O)oc2ccccc12,18,-12,3,-9,-10,0.6,0,-3,-13
O=C(COc1ccc(Cl)cc1Cl)NCCN1CCCCC1,7,-11,2,-8,-9,0.5,/,/,-12
N=C1C(c2ccccc2)=C(O)CN1c1cccc(O)c1,10,-2,13,-7,-10,0.2,-13,-8,2
COc1ccc(NS(=O)(=O)c2cc(NC(=O)C3=NN(c4ccccc4)C(=O)CC3)ccc2C)cc1,14,-9,17,-16,0,0.8,/,/,-11
CC(NC(=O)CCc1ccc(S(=O)(=O)NC2CCCCC2)cc1)c1ccccc1 (stereo not given),11,-3,7,-13,-2,1.9,-12,-25,2
C(=N\N1CCN(c2ccccn2)CC1)/C1=C(N2CCOCC2)C(=C/c2ccccc2)/CC1,11,-11,4,2,-7,0.4,1,-14,-9
CC12CCC(=O)N1C(C(=O)Nc1ccc(SC(F)F)cc1)CS2 (stereo not given),14,-3,1,-8,-3,1.1,-12,5,-13
C=CCn1c(-c2ccccc2)nc(=S)c2c1CCCC2,-28,21,1,6,-9,-0.6,-4,-7,-11

# Random excerpt: 2 compounds from above, in no set order.
SMILES,M1 PAM parental,CHRM1 antagonist,TAAR1 agonist,CHO-K1 Ca antag,CHRM1 agonist,CHO-K1 Ca ag,OXTR potentiate,CHO parental Ca,TAAR1 antagonist
CCN(CC)CCCN=Cc1c(O)n(Cc2ccccc2)c(=O)c2ccccc12,-3,-1,1,5,-6,0.4,0,-27,1
Cc1c(C(=O)OCC(=O)Nc2c(C)n(C)n(-c3ccccc3)c2=O)oc2ccccc12,18,-12,3,-9,-10,0.6,0,-3,-13

# Later entries
SMILES,M1 PAM parental,CHRM1 antagonist,TAAR1 agonist,CHO-K1 Ca antag,CHRM1 agonist,CHO-K1 Ca ag,OXTR potentiate,CHO parental Ca,TAAR1 antagonist
CCN1CCN(S(=O)(=O)c2ccc(Oc3ccccc3OC)cc2)CC1,-12,-11,5,-2,-4,5.3,-23,7,24
COc1ccccc1N1CCN(C(=O)CCNS(=O)(=O)c2ccc(Br)s2)CC1,11,2,16,-11,-1,4.5,-20,-2,-1
COc1cccc(-c2cccc3c2NC(=O)C3(C)Cc2cccc(F)c2)c1 (stereo not given),19,-15,0,-25,-5,3.4,/,/,17
O=C(NCCO)C(c1ccccc1)c1ccccc1,18,-6,16,-9,-1,0.2,-6,-7,2
CC(C)c1ccc(N2C(=NC(=O)C3CCCO3)SC3CS(=O)(=O)CC32)cc1 (stereo not given),-3,3,3,-11,-3,0.2,-3,-9,-17
N#CC1(NC(=O)CSc2nnc(Cc3ccccc3)o2)CCCCC1,-19,8,5,15,5,-0.1,-5,-13,-6
CC(C)c1ccc(-n2cnn(-c3ncccc3[N+](=O)[O-])c2=O)cc1,9,-3,2,-10,-6,0.8,-12,10,17
CSc1ccccc1NC(=O)CN1CCN(Cc2ccccc2)CC1,4,6,/,-5,-7,3.1,-2,-15,/
COc1ccccc1NC(=O)c1cccc(N2C(=O)C3C4C=CC(C4)C3C2=O)c1 (stereo not given),16,1,0,-21,-4,0.5,-1,-23,3
CCc1ccc(OCC(=O)NNC(=O)C2CCN(c3ncnc4sc(C)c(C)c34)CC2)cc1,-2,-5,6,-11,0,4.0,-14,-17,30
Cn1ccnc1SCC(=O)Nc1ccc(F)c([N+](=O)[O-])c1,15,-13,7,-15,-5,0.6,-10,1,-8
CC(C)C1CC(CCN)(c2ccccc2)CCO1 (stereo not given),17,74*,1,-7,-5,0.3,-1,-14,-25
Nc1nc(C(=O)N2CCOCC2)nn1S(=O)(=O)c1ccc(Cl)cc1,-6,-1,7,12,0,0.1,-10,-3,15
CC(C)c1ccc(NC2CCCN(C(=O)CN3CCOC3=O)C2)cc1 (stereo not given),9,-16,3,-9,-4,2.2,-2,-6,-17
Cc1ccc2c(c1C)-c1c(ccc(C)c1C)C(=O)C2=O,10,6,2,-8,-8,-1.0,/,/,62*
Cc1ccccc1NC(=S)/C(=C(\[O-])c1ccc(C)c([N+](=O)[O-])c1)[n+]1ccccc1,6,4,1,4,-12,-0.3,-6,-16,-13
CS(=O)(=O)NCCC1=CCCCC1,6,2,2,10,-4,0.0,-2,-3,-19
O=[N+]([O-])c1cccc(-c2nnc(SCc3cccnc3)o2)c1,0,1,2,-6,-16,6.3,-3,11,-1
CN(C)CCC(C(=O)c1ccccc1)c1cccnc1 (stereo not given),10,-8,2,-8,-7,0.8,/,/,-2
CC1CCCC(C)N1C(=O)COC(=O)c1ccccc1O (stereo not given),3,-16,4,-5,4,-0.7,-4,-10,18

# A stretch from further up, for reference:
SMILES,M1 PAM parental,CHRM1 antagonist,TAAR1 agonist,CHO-K1 Ca antag,CHRM1 agonist,CHO-K1 Ca ag,OXTR potentiate,CHO parental Ca,TAAR1 antagonist
O=[N+]([O-])c1cccc(-c2nnc(SCc3cccnc3)o2)c1,0,1,2,-6,-16,6.3,-3,11,-1
CN(C)CCC(C(=O)c1ccccc1)c1cccnc1 (stereo not given),10,-8,2,-8,-7,0.8,/,/,-2
CC1CCCC(C)N1C(=O)COC(=O)c1ccccc1O (stereo not given),3,-16,4,-5,4,-0.7,-4,-10,18

# (cont.)
SMILES,M1 PAM parental,CHRM1 antagonist,TAAR1 agonist,CHO-K1 Ca antag,CHRM1 agonist,CHO-K1 Ca ag,OXTR potentiate,CHO parental Ca,TAAR1 antagonist
CCn1c(SCC(=O)OCc2ccccc2)nnc1-c1ccco1,12,4,9,-10,-7,0.6,-1,-6,13
COc1ccc(N2C(=O)CSC2c2cccc(F)c2)c(OC)c1 (stereo not given),1,-22,12,-14,-3,0.3,-12,-12,6
COc1cccc(CN2CCN(C(=O)C3CCC(=O)N(C4CCCC4)C3)CC2)c1 (stereo not given),7,7,5,-21,-5,0.6,-2,-12,-23
CCOc1ccc(C(=O)NCC(=O)OCc2c(F)cccc2Cl)cc1OCC,10,-7,15,-3,4,0.7,-10,-11,-5
c1coc(C2=NCCc3ccccc32)c1,6,1,3,3,-4,0.2,0,-12,-18
Cc1noc(C)c1S(=O)(=O)N(C)C[C@H]1Oc2c(NC(=O)NC(C)C)cccc2C(=O)N([C@H](C)CO)C[C@@H]1C,4,15,10,-13,-7,0.5,-2,-8,-5
Cc1cc([N+](=O)[O-])c(N2CCC[C@@H]2C(=O)O)c([N+](=O)[O-])c1,9,-8,5,-13,-2,0.3,-18,11,7
Cc1cc(OCC(=O)N2CCC[C@@H]2C(=O)O)c2c(C)c(C)c(=O)oc2c1,6,-4,0,-14,-1,0.9,0,7,-6
COc1ccc(N2CCN(c3ccnc4cc(Cl)ccc34)CC2)cc1,19,-15,-1,-14,-6,0.8,-8,-13,4
O=C(NCC(c1cccs1)N1CCOCC1)c1cc2ccccc2o1 (stereo not given),11,-7,6,-7,-5,1.4,-5,-13,-2
CCn1c(=O)cc(N2CCN(C(=O)c3ccco3)CC2)[nH]c1=O,14,-4,-1,-5,-3,1.2,0,3,-7
COc1ccc(Cl)cc1NC(=O)CSc1cccc[n+]1[O-],-2,-14,1,-17,-1,1.3,-1,-11,5

# Full records as entered above.
# Results for Cc1cc(OCC(=O)N2CCC[C@@H]2C(=O)O)c2c(C)c(C)c(=O)oc2c1 : M1 PAM parental = 6; CHRM1 antagonist = -4; TAAR1 agonist = 0; CHO-K1 Ca antag = -14; CHRM1 agonist = -1; CHO-K1 Ca ag = 0.9; OXTR potentiate = 0; CHO parental Ca = 7; TAAR1 antagonist = -6
# Results for c1coc(C2=NCCc3ccccc32)c1 : M1 PAM parental = 6; CHRM1 antagonist = 1; TAAR1 agonist = 3; CHO-K1 Ca antag = 3; CHRM1 agonist = -4; CHO-K1 Ca ag = 0.2; OXTR potentiate = 0; CHO parental Ca = -12; TAAR1 antagonist = -18
